# Screening results: PubChem, Sanford-Burnham Center for Chemical Genomics
# PfGluPho inh: PfG6PD enzyme inhibitors, primary screen, biochemical, fluorescence intensity, uHTS | glucose-6-phosphate dehydrogenase-6-phosphogluconolactonase (Plasmodium falciparum 3D7) | PfGluPho enzyme, NADPH resazurin-diaphorase fluorescence | inhibition, % at 20 µM | hit rate 0.78% among 350,000;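 active means inhibition reaching at least a set limit at 20 µM in the primary screen, cut at about 59% in these data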;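 further: 0% = DMSO wells with substrate and 100% = DMSO wells lacking glucose-6-phosphate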
# * hit, by the source's call. A portion of the library. The share of hits here may be higher or lower than overall.
Structure | PfGluPho inh
CCN(CC(=O)Nc1c(F)cccc1F)C(=O)CSCc1ccc(C)cc1 | -7
COc1ccc(CN2C(=O)C(CC(=O)NCCN3CCOCC3)CC(C(=O)N3CCOCC3)=C2C)cc1 (stereo not given) | 19
CC1CCN(C(=O)c2ncn3c2c(=O)[nH]c2ccc(Br)cc23)CC1 | -6
CC(=O)OCCN1c2ccccc2Sc2cnccc21 | 5
CNC(=O)C[C@H]1C(=O)N(c2ccc(Br)cc2)C[C@@H]1C | -6
CCc1csc(CNC(=O)C2CCC(=O)N(Cc3cccc(OC)c3)C2)n1 (stereo not given) | 13
CN[C@H]1C[C@H]2c3cc(N4CCN(C)CC4)ccc3CCN2C(=O)[C@H]1[C@H](C)O | -2
Cc1noc(C)c1NC(=O)N(C)C[C@@H]1Oc2ncc(Br)cc2C(=O)N([C@@H](C)CO)C[C@H]1C | 1
CC1C(=O)N(Cc2cn(CC3CCCCC3)nn2)CCS(=O)(=O)N1Cc1ccc(-c2ccccc2)cc1 (stereo not given) | 27
CC(C)(C)OC(=O)[C@H](Cc1ccccc1)NC(=O)c1ncn2c1c(=O)[nH]c1ccc(Br)cc12 | -23
C[C@@H]1CN([C@H](C)CO)S(=O)(=O)c2ccc(Br)cc2O[C@@H]1CN(C)Cc1ccc(-c2ccccc2)cc1 | 29
C[C@@H]1CCCCO[C@H](CN(C)S(=O)(=O)c2ccccc2)[C@@H](C)CN([C@H](C)CO)C(=O)c2cc(NC(=O)Cc3ccccc3)ccc2O1 | 32
COc1cccc(CN(C)C[C@H]2OCc3cnnn3CCCC(=O)N([C@H](C)CO)C[C@@H]2C)c1 | 0
CN1OC[C@@H]2CN[C@H](c3ccc(-c4ccc(C#N)cc4)cc3)C[C@@H]21 | 5
CCOC(=O)c1ccc(NC(=O)c2nc[nH]c2C(=O)N(C)CCO)cc1 | -1
C=CCn1c(SCC(=O)Nc2ccc(Br)cc2)nc(O)cc1=O | -20
Cc1ccc2nc(CC(O)(c3ccccc3)c3ccccc3)ccc2c1 | 15
CN(CCCn1ccc(N)nc1=O)Cc1ccco1 | -2
CCN(CC)CCN(Cc1cc2cc3c(cc2[nH]c1=O)OCCO3)C(=S)NCCOC | -8
CCCCCC(=O)N1C[C@H](n2cc(-c3ccc(F)cc3)nn2)[C@@H](O)C[C@@H]1c1ccc(OC)cc1 | 11
COc1ccc2ccc(OC)c(/C=N/NC(=O)c3cc4ccccc4o3)c2c1 | 38
CN(C)C(=O)N1CCc2ccc([N+](=O)[O-])cc21 | 2
CCCCCCn1c(=O)n2n(c1=O)C[C@]1(OC(=O)Nc3c(C)noc3C)CN(S(=O)(=O)c3ccc(C)cc3)C[C@]1(O)C2 | 3
CCOC(=O)Nc1ccc2c(c1)C(=NNC(=S)NC)c1ccccc1-2 | 18
CCC(C)[C@H](NC(=O)[C@@H]1Cc2ccccc2CN1)C(=O)NCc1ccc(C)cc1 (stereo not given in full) | -11
COc1ccc([C@H]2N[C@]3(CCCN(Cc4cccn4C)C3=O)[C@H]3C(=O)N(C)C(=O)[C@@H]23)cc1 | -5
C[C@@H]1CNC(=O)c2c(C(=O)Nc3cccc(Cl)c3)ncn21 | -15
COc1cccc(S(=O)(=O)N(C)C[C@@H]2OCc3cnnn3CCCC(=O)N([C@H](C)CO)C[C@@H]2C)c1 | 14
CCN(c1ccccc1)S(=O)(=O)c1ccc(C(=O)NC2CCCCC2)cc1 | 1
COC(=O)CC1(C(=O)OC)Nc2cc(Cl)c(Cl)cc2S(=O)(=O)N1O (stereo not given) | 8
CC[C@@H](NCCCn1ccc(NC(=O)OCc2ccccc2)nc1=O)c1ccccc1 | 11
CCN(CC(=O)Nc1ccc2c(c1)OCCO2)C(=O)/C=C/c1cc(Br)ccc1OC | 1
Cc1ccc(S(=O)(=O)Nc2ccc3c(c2)C(=O)N([C@H](C)CO)C[C@H](C)[C@@H](CN(C)C(=O)NC2CCCCC2)OCCCC[C@@H](C)O3)cc1 | 25
COc1ccc2nc(Cl)c(C=O)c(N3CCOCC3)c2c1 | -9
Cc1ccc(NC(=O)c2cc(S(=O)(=O)NCC3CCCO3)ccc2F)cc1 (stereo not given) | -16
CN1C(=O)c2ccccc2Cc2c(NCc3ccccc3)ncnc21 | -15
CCN(CC)C(=O)C1=C(C)N(Cc2ccc(C(C)(C)C)cc2)C(=O)C(CC(=O)NCC2CCCCC2)C1 (stereo not given) | -8
COc1ncnc2c1ncn2CCCN(CCCc1ccccc1)CCCn1cnc2c(OC)ncnc21 | 1
CC(C)CCN1CCC[C@]2(N[C@H](c3ccc(C(F)(F)F)cc3)[C@@H]3C(=O)N(Cc4ccccc4)C(=O)[C@@H]32)C1=O | 26
O=C(O)CSC1CC(=O)N(c2ccc(F)cc2)C1=O (stereo not given) | -4
CCN(CC)C(=O)C1=C(C)N(CCC2=CCCCC2)C(=O)C(CC(=O)NCc2cccs2)C1 (stereo not given) | 7
COc1ccc(-c2ccc3[nH]c4c(c3c2)CCN2C(=O)[C@@H]([C@H](C)O)[C@@H](N(C)C(=O)Nc3ccc(F)cc3)C[C@@H]42)cc1 | 26
Cc1csc(=O)n1CCC(=O)OCC(=O)Nc1ccc(N2CCOCC2)cc1 | -14
COCCN(C(=O)COC(=O)C1CCCCC1)c1c(N)n(Cc2ccccc2)c(=O)[nH]c1=O | -3
COc1cc(C2c3cc4c(cc3C3OC(=O)C2C3CO)OCO4)cc(OC)c1OC (stereo not given) | -1
O=C(O)C(=Cc1ccnc2ccccc12)C(=O)O | 10
O=C(OCc1cc(=O)n2ccsc2n1)C1(c2ccccc2)CC1 | 9
C[C@@H]1Cn2cnc(C(=O)N[C@@H](C)C(=O)OC(C)(C)C)c2C(=O)N1 | 1
CCOc1ccc(NC(=O)CN(C)C(=O)CCc2nc3ccccc3c(=O)[nH]2)cc1OCC | -3
COc1ccc(S(=O)(=O)N2CCOCC2)cc1NC(=O)Cc1ccc(F)cc1 | -12
CCCCN(C(=O)COc1ccc(F)cc1)c1c(N)n(CC(C)C)c(=O)[nH]c1=O | 2
C#Cc1cc(N2CCN(C(=O)c3ccoc3)CC2)n2nc(-c3cccc(Cl)c3)cc2n1 | 12
O=C1OC(c2cccc3c(F)cccc23)c2ccccc21 (stereo not given) | -28
O=C(Cn1cnc([N+](=O)[O-])c1)Nc1ccc(Cl)cc1Cl | -1
C#CCN(C[C@H]1[C@H](OC(=O)Nc2c(C)noc2C)[C@H](OC(=O)Nc2c(C)noc2C)C[C@H]2C(=O)N(c3ccccc3)C(=O)[C@@H]12)S(=O)(=O)c1ccc(C)cc1 | 5
Cc1noc(C)c1S(=O)(=O)N(C)C[C@H]1OCCCC[C@@H](C)Oc2ccc(NS(=O)(=O)c3cn(C)cn3)cc2C(=O)N([C@H](C)CO)C[C@@H]1C | 8
COc1ccc(C=C2CS(=O)(=O)CC(=Cc3ccc(OC)cc3)C2=O)cc1 | 35
Cc1cc(Cl)c2oc(C(=O)N3CCOCC3)c(C)c2c1 | 4
CCCN(CCC)CCNC(=O)Cn1cc2c(n1)-c1c(oc(C(=O)N3CCCC3)c1C)CC2 | 3
Cc1ccc(S(=O)(=O)N(C)C[C@@H]2OCc3cnnn3CCCC(=O)N([C@H](C)CO)C[C@H]2C)cc1 | -17

# Among those listed so far, 7 contain bromine:
Structure | PfGluPho inh
CC1CCN(C(=O)c2ncn3c2c(=O)[nH]c2ccc(Br)cc23)CC1 | -6
CNC(=O)C[C@H]1C(=O)N(c2ccc(Br)cc2)C[C@@H]1C | -6
Cc1noc(C)c1NC(=O)N(C)C[C@@H]1Oc2ncc(Br)cc2C(=O)N([C@@H](C)CO)C[C@H]1C | 1
CC(C)(C)OC(=O)[C@H](Cc1ccccc1)NC(=O)c1ncn2c1c(=O)[nH]c1ccc(Br)cc12 | -23
C[C@@H]1CN([C@H](C)CO)S(=O)(=O)c2ccc(Br)cc2O[C@@H]1CN(C)Cc1ccc(-c2ccccc2)cc1 | 29
C=CCn1c(SCC(=O)Nc2ccc(Br)cc2)nc(O)cc1=O | -20
CCN(CC(=O)Nc1ccc2c(c1)OCCO2)C(=O)/C=C/c1cc(Br)ccc1OC | 1

# (listing goes on)
Structure | PfGluPho inh
CN1C(=O)c2ccccc2CC12c1ccccc1C(=O)N2C (stereo not given) | 19
C[C@H]1CN([C@@H](C)CO)S(=O)(=O)c2ccc(-c3cncnc3)cc2O[C@H]1CN(C)C(=O)NC1CCCC1 | 5
CCOc1cc(/C=N/NC(=O)c2nnn(-c3nonc3N)c2C)ccc1OCc1ccc(C)cc1 | 0
C=CCN1CCN(c2ccncc2S(=O)(=O)N2CCN(C)CC2)CC1 | -29
Cc1ccc(C(=O)Nc2ccc(NC(=O)c3ccccc3Cl)c(C)c2)cc1 | 14
CCCCCC(=O)N1C[C@@H](O)[C@H](n2cc(C3CC3)nn2)C[C@@H]1c1ccc(OC)cc1 | -7
COc1cccc(C(=O)NCCCNc2nc3cc(C)cc(C)c3cc2C#N)c1 | 7
CC(C)(C)c1cc(CNC(=O)C2CCC(=O)N(Cc3ccccc3F)C2)[nH]n1 (stereo not given) | -2
C[C@@H]1CCCCO[C@@H](CN(C)Cc2ccc(C(F)(F)F)cc2)[C@@H](C)CN([C@H](C)CO)C(=O)c2cc(N(C)C)ccc2O1 | 36
CC(C)CCOc1ccc(C(=O)Nc2cc(S(=O)(=O)N3CCOCC3)ccc2N2CCOCC2)cc1 | 15
CCn1c(SCC(=O)N2CCCC2=O)nc2ccccc21 | -17
CSc1ncnc2c1ncn2CCCNc1ccc(C)c(C)c1 | 15
COc1ccccc1N1CCN(S(=O)(=O)CCNC(=O)/C=C/c2ccc3c(c2)OCO3)CC1 | -12
COC(=O)[C@H]1C[C@@]2(O)CN(S(=O)(=O)c3ccc(C)cc3)C[C@@]2(OC(=O)NCc2ccco2)C[C@H]1C(=O)OC | -2
COc1ccc(Cl)cc1Nc1nc(Cl)nc(NCCO)n1 | -12
CNC(=O)C[C@@H]1C(=O)N(Cc2ccccc2)CC1(C)C | 3
CCCN(C)C[C@H]1Oc2ncc(Br)cc2C(=O)N([C@@H](C)CO)C[C@@H]1C | -16
C[C@@H]1CN([C@H](C)CO)C(=O)c2cc(Br)cnc2O[C@@H]1CN(C)C(=O)c1ccccc1 | 11
CCOc1ccccc1OCCCC(=O)Nc1cc(S(=O)(=O)N2CCCCC2)ccc1C | 11
CN(CC(=O)Nc1ccc(F)cc1)C(=O)c1ccc(-c2ccc(F)cc2)o1 | 11
O=C(CSc1nnc2ccccn12)Nc1ccccc1[N+](=O)[O-] | -1
CC(C)COC(=O)N(C)C[C@@H]1OCc2cn(nn2)CCCC(=O)N([C@@H](C)CO)C[C@H]1C | 1
CCC(=O)c1ccc(OCC(=O)OCc2csc(CC(=O)Nc3ccccc3C)n2)cc1 | -2
CCC(=O)N(C)C[C@@H]1Oc2cc(Br)ccc2S(=O)(=O)N([C@@H](C)CO)C[C@@H]1C | -2
CC1C(=O)N(Cc2cn(Cc3ccco3)nn2)CCS(=O)(=O)N1Cc1ccc(-c2ccc(F)cc2)cc1 (stereo not given) | 4
O=C1CC(=O)OC(c2ccc([N+](=O)[O-])cc2)O1 | 23
COc1ccccc1S(=O)(=O)N(C)C[C@H]1OCc2cnnn2CCCC(=O)N([C@H](C)CO)C[C@H]1C | -10
C[C@@H]1CN([C@@H](C)CO)C(=O)CCCn2nncc2CO[C@H]1CN(C)Cc1cccc2c1OCCCO2 | 1
COC(=O)C[C@@H]1C[C@H]2c3cc(NC(=O)C4CCC4)ccc3O[C@H]2[C@@H](CO)O1 | 0
CCc1cc(-c2cnnn2Cc2ccc3ccccc3c2)ccc1-c1cn(CC(C)C)nn1 | 3
O=C(CCC1CCN(C(=O)CC2=CCCCC2)CC1)NCc1ccc(F)cc1 | -10
COc1ccc(-c2noc(CCC(=O)Nc3cccc(C(=O)NC4CC4)c3)n2)cc1OC | -10
COc1ccc(Nc2nnc(SCC(=O)N(CC(C)C)C3CCS(=O)(=O)C3)s2)cc1 (stereo not given) | 12
COC(=O)c1c(NC(=O)C2COc3ccccc3O2)sc2c1CCN(C(=O)OC)C2 (stereo not given) | 6
O=C1c2ccccc2CCC12OC2c1ccc([N+](=O)[O-])cc1 (stereo not given) | 3
COc1ccc(CNC(=O)CCCn2c(=O)c3cccn3c3cccnc32)cc1 | 4
CCN(CC)C(=O)C1=C(C)N(Cc2ccc(OC)cc2)C(=O)C(CC(=O)NCc2ccco2)C1 (stereo not given) | -16
CN(CC(=O)Nc1cccc(Cl)c1)S(=O)(=O)/C=C/c1ccccc1 | 19
COc1ncnc2c1ncn2CCCNCC(C)c1ccccc1 (stereo not given) | 3
O=C(CN(CCO)Cc1ccccc1)N1CCN(S(=O)(=O)c2ccccc2)CC1 | -2
Cc1ccc(CN2CCNC(=O)C2CC(=O)NCCCn2nnc3ccccc32)cc1 (stereo not given) | 9
CCC(C(=O)N1CCN(Cc2ccc3c(c2)OCO3)CC1)n1nnc2ccccc2c1=O (stereo not given) | -4
Cc1ccc(S(=O)(=O)N2C[C@H]3C(=O)C[C@@H](c4ccc(Cl)cc4)N(S(=O)(=O)c4ccccc4C)[C@H]3C[C@H]2c2ccccc2)cc1 | 16
CCCC1NC(=O)c2cccnc2-n2c1nc1ccc(C)cc1c2=O (stereo not given) | -8
Cc1ccc(S(=O)(=O)N2CCCC(C(=O)NCCc3ccc(Cl)cc3)C2)cc1 (stereo not given) | 9
CCOc1ccccc1N(CC(=O)Nc1ccccc1Br)S(=O)(=O)c1ccccc1 | 20
CCCc1cc(=O)n2[nH]c(C)c(-c3ccccc3OC)c2n1 | -1
COc1ccc([C@H]2C[C@@H](n3cc(C4CC4)nn3)[C@H](O)CN2C(=O)C2CCCCC2)cc1 | 3
Cc1ccc(NC2CCCN(C(=O)c3nonc3C)C2)cc1C (stereo not given) | 15
COc1ccc(Br)c(C=O)c1OS(=O)(=O)c1ccc(C)cc1 | 14
COc1ccc(N=C2SCC(=O)N2C)cc1 | -7
O=[N+]([O-])c1ccc2c([N+](=O)[O-])ccc3c2c1CC3 | 23
